# HTR2A ag: agonists of mouse serotonin 5-HT2A receptor (HTR2A). activation, % at 7.6 µM. hit rate 0.66% among 360,000. AID 624169. CHO-K1 mHTR2A beta-arrestin complementation, luminescence; percent of 30 µM serotonin response. P35363;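 active = activation above a run cutoff, the mean activation of all tested compounds plus 3 SD, cut at about 14% in these data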;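 note: 0% = plate median of compound wells and 100% = 30 µM serotonin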
# CaV13 ICDI inh: Disruptors of the CACNA1D IQ motif to Ca2+-dependent inactivation inhibitor domain association, primary screening, Förster resonance energy transfer in intact living …; AID 743397; HEK cells, CFP/YFP FRET ICDI-IQ, plate reader, 10 min; percent FRET-ratio fall versus neutral wells; inhibition, % at 12.3 µM; hit rate 0.098% among 340,000;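 active = mean replicate inhibition of at least 30% and at least 1% of replicates passing that level; inconclusive = only one of the two criteria is met; inactive = neither criterion is met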;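 note: 0% = median of the neutral control wells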
# ABCB6 inh 2: human ABCB6 transporter inhibition; AID 602162; Q9NP58; fluorescence ratio to DMSO, % at 10 µM; hit rate 0.19% among 360,000; K562-ABCB6 porphyrin accumulation, flow cytometry, 1 h; active compounds read low;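 active = fluorescence ratio to DMSO below 75%, the collection mean minus 3 SD; inconclusive = too few cells collected in the well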;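 note: signal is porphyrin accumulated inside mitochondria; 100% equals median channel fluorescence of DMSO control wells; lower ratio means ABCB6 inhibition with less porphyrin fluorescence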
# MC4R ag barr: activates human MC4R beta-arrestin recruitment. U2OS MC4R beta-arrestin complementation, luminescence; percent of melanotan II response, DMSO zero. hit rate 0.98% among 360,000. activation, % at 8.9 µM. AID 540308;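 active = activation above a per-plate cutoff, the mean activation of sample wells on that plate plus 3 SD, cut at about 8% in these data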
# N-glyco inh: N-linked glycosylation inhibition; D54 ERlucT glycosylation luciferase reporter, 24 h; percent of 100 nM tunicamycin response; reporter increase, % at 12.5 µM; hit rate 0.23% among 360,000; AID 588692;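 active = mean luciferase reporter signal, scaled so untreated is 0 and the glycosylation-blocking control 100, at or above a set limit in every replicate; inconclusive = mean reaches the limit but not every replicate does; inactive = mean below the limit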;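 note: luciferase carries N-glycosylation sites so blocking glycosylation raises the light; 0% = median of neutral control wells and 100% = median of 100 nM tunicamycin wells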
# PDI turbidity: PDI (human) enzyme inhibition. AID 588391. PDI insulin aggregation turbidity, A650, 90 min. P07237. inhibition, % at 10 µM. hit rate 0.052% among 350,000;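 active = mean inhibition across replicates of 30% or more, whatever share of single replicates reach that level; inconclusive = mean inhibition below 30% while every single replicate reaches 30%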;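 note: absorbance from insulin aggregation driven by PDI reduction with DTT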
# H9c2 protect: protects H9c2 cardiomyocytes from peroxide injury. hit rate 0.63% among 360,000. AID 588492. H2O2 injury protection, ATPLite, 2 h. protection from H2O2 cell death, % at 20 µM;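 active = compounds giving at least 50% protection of heart cells from peroxide-induced death in the single-dose screen, raw or plate-pattern-corrected value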;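 note: 0% = DMSO wells with peroxide and 100% = DMSO wells without peroxide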
# Granule exo inh: lytic granule exocytosis inhibition | inhibition, % at 10 µM | TALL-104 LAMP-1 surface exposure, flow cytometry; cells stimulated with thapsigargin and PMA | hit rate 0.66% among 360,000;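 active = inhibition above about 55%, limit read from the data; inconclusive = no clear call, values can overlap the other calls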
# ABHD5 PLIN5 PPI: blocks binding of human ABHD5 to perilipin-5; Q00G26+Q8WTS1; Split G. princeps luciferase complementation, luminescence, 4 h; inhibition, % at 4 µM; hit rate 0.78% among 360,000; AID 602281;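 active = inhibition above the mean inhibition across every tested compound plus 3 SD, cut at about 22% in these data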;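 note: 0% = DMSO only wells and the 100% control is not disclosed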
# Target sequence (Q00G26 whole entry, looked up): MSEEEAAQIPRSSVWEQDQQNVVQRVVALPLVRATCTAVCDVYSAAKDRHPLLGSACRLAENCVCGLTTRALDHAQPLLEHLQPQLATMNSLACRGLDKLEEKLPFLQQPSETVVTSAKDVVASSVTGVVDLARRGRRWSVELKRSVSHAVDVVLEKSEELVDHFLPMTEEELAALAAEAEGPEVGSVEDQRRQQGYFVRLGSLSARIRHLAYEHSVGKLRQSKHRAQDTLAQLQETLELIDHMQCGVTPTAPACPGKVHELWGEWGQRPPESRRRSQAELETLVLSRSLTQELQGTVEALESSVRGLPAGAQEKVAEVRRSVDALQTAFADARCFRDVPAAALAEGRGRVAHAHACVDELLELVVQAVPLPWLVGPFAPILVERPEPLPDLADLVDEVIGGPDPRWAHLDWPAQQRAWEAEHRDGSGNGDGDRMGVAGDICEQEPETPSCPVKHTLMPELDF
# Target sequence (Q8WTS1 whole entry, looked up): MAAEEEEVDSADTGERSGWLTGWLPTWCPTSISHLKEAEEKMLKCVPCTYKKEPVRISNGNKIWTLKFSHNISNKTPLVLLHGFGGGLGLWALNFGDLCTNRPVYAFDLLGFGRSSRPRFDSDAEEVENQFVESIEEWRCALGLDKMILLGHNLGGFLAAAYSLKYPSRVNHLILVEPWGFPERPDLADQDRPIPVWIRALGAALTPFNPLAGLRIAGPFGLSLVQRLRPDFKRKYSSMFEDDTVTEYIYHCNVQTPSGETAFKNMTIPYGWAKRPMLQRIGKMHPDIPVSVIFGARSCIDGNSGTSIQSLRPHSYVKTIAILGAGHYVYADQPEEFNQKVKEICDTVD
# MC4R antagonist: blocks human MC4R cAMP signaling; P32245; MC4R-expressing cells, MTII-stimulated cAMP, LANCE TR-FRET; inhibition, % at 6.5 µM; hit rate 0.48% among 360,000; AID 540295;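 active = inhibition above its plate's cutoff, the mean of tested wells on that plate plus 3 SD, cut at about 29% in these data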;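 note: 0% = Melanotan II alone and 100% = Melanotan II plus saturating MCL0020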
#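 Assay system: human MC4R-expressing U2OS cells; reagent: Melanotan II stimulation of cells; dosing: 6.5 µM single dose; timing: compound 30 min, challenge 1 h, detection 1 h; signal: TR-FRET cAMP assay; replicates: one well per compound, no replicates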
# Active calls of the source: *; i = inactive; ? = inconclusive; / = no result given. Hits appear at their usual frequency (roughly 4.2% active in at least one column).
Molecule	HTR2A ag	CaV13 ICDI inh	ABCB6 inh 2	MC4R ag barr	N-glyco inh	PDI turbidity	H9c2 protect	Granule exo inh	ABHD5 PLIN5 PPI	MC4R antagonist
Cc1ccc(OCC(=O)N2C(C)CCCC2C)c([N+](=O)[O-])n1 (stereo unspecified)	-1	-2	101	-1.6	0	2	1	27	7	8
O=C(OCC(=O)N1CCOCC1)c1ccccc1OCc1ccc(Cl)cc1	-6	-5	90	-0.5	0	-2	-16	-1	7	8
COC(=O)C1=NNC2(c3ccc(C)cc3)C(=O)N(c3cccc(C)c3C)C(=O)C12 (stereo unspecified)	-6	-6	100	-0.1	3	4	3	-3	0	2
Cc1c(CC(=O)NCCCC(=O)O)c(=O)oc2cc3oc4c(c3cc12)CCCC4	1	-3	107	-0.7	-1	4	3	10	-4	21
COc1cccc(NC(=O)C2(C)CCN2Cc2ccc(OC)c3ccccc23)c1 (stereo unspecified)	3	-10	100	2.0	-7	0	-3	-2	2	-2
COc1ccc(N2CCN(CCNC(=O)c3ccc4c(c3)[nH]c(=S)n3c5ccccc5nc43)CC2)cc1	-4	-7	98	0.3	-3	-12	7	-2	-1	6
CC(=O)Nc1cccc(C(=O)OCC(=O)N(c2ccccc2)C2CCS(=O)(=O)C2)c1 (stereo unspecified)	5	-7	92	-0.2	2	3	-5	3	2	0
CCN1/C(=C/c2ccc3cc(C)ccc3[n+]2C)Sc2ccc3sccc3c21	-4	-18	i	5.3	1	-2	-16	62*	14	14
Cc1nc2c(sc(=S)n2Cc2ccco2)c(=O)n1CC(=O)Nc1ccccc1	1	-7	93	6.0	0	3	-6	-23	6	6
Cc1ccc(-c2csc(N=C(N)N)n2)c(C)c1	-4	-4	97	-1.1	1	13	-9	13	3	-9
CN1CCCN(C(=O)CC2(CC(=O)O)CCCC2)CC1	0	-6	106	3.3	0	5	1	6	-7	20
Cc1ccc(NC(=S)NCc2ccccc2Cl)c(C)c1	-5	-19	98	-0.9	-3	1	-3	-5	-10	2
CCN(CC)S(=O)(=O)c1cc(NC(=O)CNc2cccc(S(=O)(=O)N3CCOCC3)c2)ccc1C	2	-1	85	-0.8	-2	-5	-14	57*	-1	2
Cc1ccccc1Cn1c(=O)c2c(nc3n2CCN3Cc2ccco2)n(C)c1=O	0	-2	105	-2.9	2	4	2	0	-1	-8
O=C(CN1CCN(C(=O)C2CCN(C(=O)/C=C/c3ccccc3)CC2)CC1)Nc1ccc(F)cc1	-4	-6	100	-2.1	2	2	9	-3	-5	15
CCN(c1ccccc1)S(=O)(=O)c1ccc(N)c(OC)c1	-3	-3	102	-3.1	18	-1	6	1	-11	-5
OC(CN1CCCCC1)c1ccc(Br)cc1 (stereo unspecified)	2	-5	100	-0.4	-1	7	2	-3	-5	0
Cn1c(N)c(C(=O)COC(=O)CCc2ccccc2)c(=O)n(C)c1=O	-4	-3	469	-2.8	1	-1	-3	-2	-2	9
O=C(CCNC(=O)c1ccc([N+](=O)[O-])cc1)NNC(=O)c1ccccc1F	11	-2	100	0.4	3	-11	3	3	8	0
COC(=O)c1ccc(NC(=O)CN2CCN(c3ccccc3)CC2)cc1	10	-4	92	0.1	1	10	0	-5	-4	1
O=C(O)c1cccc(S(=O)(=O)Nc2ccccc2Cc2ccccc2)c1	-4	-3	105	-0.4	1	18	1	-6	4	-7
Cc1nnc(SC(C)C(=O)Nc2ccc(S(=O)(=O)N3CCCCC3)cc2)s1 (stereo unspecified)	-5	-3	89	0.6	-2	-23	-1	3	9	1
C[C@H]1C[C@H]2[C@@H]3CCC4=CC(=O)C=C[C@]4(C)[C@@]3(Cl)[C@@H](O)C[C@]2(C)[C@@]1(O)C(=O)CO	-5	-5	95	-0.5	5	0	4	1	2	11
CCOc1ccccc1NC(=O)COc1cccnc1[N+](=O)[O-]	0	-6	99	-2.7	0	-5	8	3	6	-5
Cc1ccc(-c2c(C)n([O-])c3c([n+]2=O)CCCCC3)cc1	2	-15	98	0.0	-1	-3	-6	0	-2	5
Cc1ccccc1NC(=S)NCc1ccc2c(c1)cc(C)n2C	20*	-5	103	-1.0	-3	/	-8	-5	-4	-16
O=C(c1ccc(F)cc1)N1CCOC(c2nc(-c3ccc(F)cc3)no2)C1 (stereo unspecified)	-2	-11	96	0.0	-3	-38	10	13	5	-2
CCOC(=O)C1=C(CS(=O)(=O)c2ccccc2)NC(=O)NC1c1ccccc1OC (stereo unspecified)	1	-15	101	-0.5	-1	6	6	0	-4	7
CC(C)C(=O)N1CCC1(C)C(=O)Nc1cccc(Oc2ccccc2)c1 (stereo unspecified)	2	-12	98	1.2	1	-1	-3	8	-4	6
COc1ccc(-n2c(-c3cccc(OC)c3)nc(=S)c3c2CCCC3)cc1	-1	-8	99	-0.9	0	23	-14	3	12	31*
O=C(CNCc1cccs1)Nc1ccc(OC(F)(F)F)cc1	2	-1	101	5.8	3	-4	-2	-1	-1	14
O=C(NN1CCOCC1)c1ccc(Cl)s1	1	-4	98	1.0	-1	-3	5	3	9	6
COc1ccc(OC)c(NC(=O)c2ccc(OCC(=O)N3CCOCC3)c(OC)c2)c1	-1	-6	97	-0.7	-1	-3	15	-4	4	5
COc1cc(/C=N/N=C2/C(=O)Nc3ccccc32)ccc1O	1	-16	101	-6.2	6	1	-12	-1	-7	-18
CCC1CCc2sc(C(=O)NCC(c3ccc(OC)cc3)N3CCCC3)cc2C1 (stereo unspecified)	-17	-5	96	4.2	-6	-4	0	1	0	4
Cc1[nH]c2ccccc2c1/C=N/NC(=O)c1cccc(F)c1	2	2	97	-1.4	0	-6	1	-12	0	-10
COCCn1c(SCC(=O)N2CCCCC2)nc2c(c1=O)SCC2	3	-5	107	-2.9	2	3	1	0	-5	6
CCN1CCN(c2nc3ccccc3nc2C(C#N)S(=O)(=O)c2ccc(C)cc2)CC1 (stereo unspecified)	-6	-5	103	-0.7	2	0	5	10	0	2
CCOc1ccccc1N1C(=O)CC(Sc2ccccc2N)C1=O (stereo unspecified)	-3	-7	99	-0.1	-2	-16	6	-8	-6	-1
NS(=O)(=O)c1ccc(-c2ccc(C=C3C(=O)c4ccccc4C3=O)o2)cc1	2	-10	110	-0.4	-1	-2	-5	2	-1	3
CC(=O)Oc1ccc2c(C)cc(=O)[nH]c2c1	5	/	101	-0.7	3	-4	30	12	0	-6
O=S(=O)(Nc1cccc(CCc2ccccn2)c1)c1ccc2ccccc2c1	-1	-4	95	0.5	1	-6	-10	1	-4	2
CCOC(=O)c1c(C(F)(F)C(F)(F)C(F)(F)C(F)(F)F)n[nH]c1C	0	-4	100	0.4	0	-2	-12	6	-16	1
CCC(CC)C(=O)Nc1cc([N+](=O)[O-])ccc1Cl	0	-4	94	-0.5	2	3	0	-1	-3	1
CCOC(=O)N1CCN(C(=O)c2cc3c(ccc4ccccc43)oc2=O)CC1	3	-4	98	-1.8	3	-6	2	-2	2	0
C=CCn1ccc2c([N+](=O)[O-])cccc2c1=O	6	-3	92	-1.2	5	16	-1	0	-5	12
O=C(COC(=O)/C=C/c1ccccc1)NCc1ccco1	2	-5	104	0.9	1	4	-1	-4	5	1
COc1ccc(S(=O)(=O)N2CCOCC2)cc1NC(=O)COC(=O)c1ccc(C)s1	-3	-4	98	-1.3	0	6	-2	-2	5	22
Cc1cc2c(cc3c(=O)n(CC(=O)NCCCN4CC(C)CC(C)C4)ncn32)s1 (stereo unspecified)	-13	-6	100	-2.1	-1	7	8	-5	15	8
Cc1ccccc1-n1c(SCc2cccc(F)c2)nc2[nH]ncc2c1=O	-4	-4	99	0.5	-5	-2	-8	-2	2	-28

# As entered above:
# For PDI turbidity, CCOC(=O)c1c(C(F)(F)C(F)(F)C(F)(F)C(F)(F)F)n[nH]c1C is listed with -2
# For N-glyco inh, Cc1[nH]c2ccccc2c1/C=N/NC(=O)c1cccc(F)c1 is listed with 0

# The results go on:
Molecule	HTR2A ag	CaV13 ICDI inh	ABCB6 inh 2	MC4R ag barr	N-glyco inh	PDI turbidity	H9c2 protect	Granule exo inh	ABHD5 PLIN5 PPI	MC4R antagonist
COc1cc(/C=C(/C(=O)c2cccs2)c2nc3ccccc3[nH]2)cc(OC)c1O	-3	-4	92	-3.1	16	-8	-14	19	60*	2
COc1ccc(C2=NOC(C(=O)Nc3cccc(O)c3)C2)cc1 (stereo unspecified)	2	-17	96	0.5	-1	17	-2	?	1	2
O=C(Nc1ccc(N2CCOCC2)cc1)c1cccc(S(=O)(=O)N2CCC(Cc3ccccc3)CC2)c1	-1	-1	101	-2.1	1	1	-21	2	-5	4
CCNC(=O)CNC(=O)c1nn(Cc2ccccc2)c(=O)c2ccccc12	4	-4	92	-2.5	3	2	11	?	-5	0
O=C(NC1CCc2ccccc21)C12CN(Cc3ccccc3)CC1C(c1cccc([N+](=O)[O-])c1)=NO2 (stereo unspecified)	3	-10	94	1.6	-7	-1	-7	4	-13	8
CCSc1nnc(NC(=O)C(CC)(C(F)(F)F)C(F)(F)F)s1	5	/	103	-0.8	1	0	-12	-1	-15	12
CC(=O)Nc1ccc(-c2csc(NC(=O)CC(NC(C)=O)c3ccccc3)n2)cc1 (stereo unspecified)	-2	-3	94	-2.5	1	-7	2	-8	0	1
O=C(Nc1ccncc1NC(=O)c1cccc([N+](=O)[O-])c1)c1cccc([N+](=O)[O-])c1	2	-4	95	-2.8	-1	-1	-4	4	5	4
CC(OC(=O)CNC(=O)C12CC3CC(CC(C3)C1)C2)C(=O)Nc1ccc(N2CCOCC2)cc1 (stereo unspecified)	3	-5	100	-1.8	1	-2	-1	0	4	6
COc1cccc(NC(=O)c2ccccc2N2C(=O)C3C4C=CC(C5CC45)C3C2=O)c1 (stereo unspecified)	-5	-7	92	0.5	3	6	-1	12	6	0
COc1ccc(C/C(C)=N\NC(=O)c2c[nH]c3ccccc23)cc1OC	-4	-4	94	-1.7	0	11	-2	3	2	-1
CCCNC(=O)CC1C(=O)N(Cc2ccccc2)C(C)c2nc3ccccc3n21 (stereo unspecified)	0	-5	102	0.4	2	-1	12	-1	6	7
Cc1noc(C)c1COC(=O)c1ccc2c(c1)S(=O)(=O)c1ccccc1C2=O	0	-3	95	0.7	0	0	20	-4	0	4
COc1ccc(NC(=O)C2CC(=O)N=C(N)S2)cc1 (stereo unspecified)	-2	6	98	-1.1	2	1	1	0	2	7
Oc1c(CN2CCOCC2)cc(COCc2ccccc2)c2cccnc12	-11	-4	96	-1.1	-7	1	39	-1	12	-3

# From PubChem BioAssay
